LMNA splice mod – LMNA splicing modulation | HeLa LMNA splicing GFP/RFP minigene ratio, 48 h | Potency, µM (series often up to 46.1 µM), without a hit: at the highest dose ratio change, negative = inhibition, hits mostly inhibitors | 200,000 compounds, 0.01% hits; active means well fitted inhibition curve with a large enough effect in the signal ratio, with a control signal flat, not every such curve was filed as active; inconclusive means small, poorly fitted or top-dose-only effect, or effect the other way, or a change in a side signal; the % refers to the signal ratio; further: potency means the concentration at half of the fitted maximal effect; on the % scale 0 is the no-effect control and ±100 the full control effect
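S3 HeLa stable clones carrying a lamin A-EGFP splicing minigene plus DsRed2 were seeded at 600 cells/well in Opti-MEM with 2% FBS, pin-dosed and incubated 48 h at 37°C. Acumen cytometry (488 nm) gave the GFP/RFP total-intensity ratio.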
GAA glycogen – GAA glycogen-cleavage inhibition or activation; Potency, µM (series often up to 76.4 µM), for inactives: at the highest dose activity change, negative = inhibition, usual class: inhibitors; P10253; recombinant GAA, glycogen substrate, Amplex Red glucose oxidase fluorescence; 300,000 compounds, 0.38% hits;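 further: potency means the concentration at half of the fitted maximal effect; 0% = full enzyme reaction and -100% = no-enzyme basal signal; the screen sought inhibitors and activators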
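Recombinant enzyme (4 nM final) with compounds titrated up to 77 uM and bovine liver glycogen (30 ug) in citrate pH 5.0, 0.01% Tween-20, 37 C 40 min. Released glucose detected by Amplex Red/glucose oxidase (Ex 573/Em 610); AC50 from Hill fits.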
GAA spleen mod – lysosomal alpha-glucosidase (human) modulation; human spleen homogenate, 4-MU-alpha-glucoside fluorescence; Potency, µM (highest dose often 79.9 µM), for the others: at the highest dose activity change, negative = inhibition, actives largely listed as inhibitors; 240,000 compounds, 0.006% hits;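 further: potency means the concentration at half of the fitted maximal effect; 0% = enzyme with vehicle and -100% = no enzyme basal signal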
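Compounds were titrated against alpha-glucosidase in spleen homogenate at pH 5.0, with 1 mM 4-methylumbelliferyl substrate for 40 min at 37 C. Reactions were quenched with pH 10 NaOH/glycine and fluorescence measured.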
GAA inh – alpha-glucosidase (human) inhibition; P10253; purified human GAA, 4-MU-alpha-glucoside fluorescence; Potency, µM (top dose mostly 76.9 µM), without a hit: at the highest dose activity change, negative = inhibition, usual class: inhibitors; 200,000 compounds, 0.005% hits; AID 1466;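 further: potency means the concentration at half of the fitted maximal effect; plate controls were uninhibited enzyme wells for no effect and no-enzyme background for full effect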
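Fluorogenic assay: 4 nM human alpha-glucosidase with 400 uM 4-methylumbelliferyl-alpha-D-pyranoside in 50 mM citrate/phosphate, 0.005% Tween-20, pH 5.0, 20 min at room temperature. Compounds tested up to 77 uM; AC50 from Hill fits.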
HTT aggregate – reduces HttQ103-GFP aggregates in PC12 cells. PC12 HttQ103-GFP aggregates, Acumen cytometry, 40 h. Potency, µM (doses to about 46.1 µM), without a hit: at the top dose activity change, negative = inhibition, most hits filed as inhibitors. 220,000 compounds, 1.1% hits. AID 1688; further: potency means the concentration at half of the fitted maximal effect; on the % scale 0 is the no-effect control and ±100 the full control effect; nearly all actives have a fitted effect of over 60% in size
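Multiplexed with ATP-based cell death, this channel scores GFP aggregates in PC12 cells expressing inducible HTTex1-Q103-GFP. Induction used 100 nM tebufenozide; compounds were tested in concentration series.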
HTT cytoprotect – cytoprotection in Huntington HTT-Q103 PC12 cell model; 230,000 compounds, 0.14% hits; PC12 HTT-Q103 induced, cytoprotection, ATP luminescence, 40 h; Potency, µM (titrated, usually from 56.4 µM), for the others: cytoprotection (ATP increase), hits mostly activators; AID 1471;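 further: potency means the concentration at half of the fitted maximal effect; % of control where 0% means no effect; nearly all actives have a fitted effect of over 45% in size; toxic huntingtin expression switched on by the ecdysone agonist tebufenozide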
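Stable PC12 Q103-GFP cells in serum-supplemented, phenol red-free DMEM; induction by tebufenozide at 100 nM final; compound dose series; cell viability quantified luminescently from ATP.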
CBFb RUNX1 block – CBF-beta/RUNX1 interaction disruption; AlphaScreen CBFb-His/RUNX1-biotin binding, biochemical; Potency, µM (doses to about 59.8 µM), for inactives: at the top dose activity, negative = inhibition, actives largely listed as inhibitors; 230,000 tested, under 10 active; AID 1477; further: % of control where 0% means no effect
Target sequence (Q01196 whole entry, looked up): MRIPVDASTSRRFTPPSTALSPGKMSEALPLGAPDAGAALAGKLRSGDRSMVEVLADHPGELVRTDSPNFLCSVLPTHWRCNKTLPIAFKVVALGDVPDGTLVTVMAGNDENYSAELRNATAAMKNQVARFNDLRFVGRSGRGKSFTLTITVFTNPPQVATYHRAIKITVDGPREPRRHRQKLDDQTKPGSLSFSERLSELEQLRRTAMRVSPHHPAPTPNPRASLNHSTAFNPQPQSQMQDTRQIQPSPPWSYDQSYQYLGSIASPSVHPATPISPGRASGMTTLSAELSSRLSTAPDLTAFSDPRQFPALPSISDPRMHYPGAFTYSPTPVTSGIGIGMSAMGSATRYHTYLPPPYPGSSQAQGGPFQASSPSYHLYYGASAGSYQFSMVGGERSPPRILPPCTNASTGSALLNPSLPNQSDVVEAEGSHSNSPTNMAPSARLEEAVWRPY
Target sequence (Q13951 whole entry, looked up): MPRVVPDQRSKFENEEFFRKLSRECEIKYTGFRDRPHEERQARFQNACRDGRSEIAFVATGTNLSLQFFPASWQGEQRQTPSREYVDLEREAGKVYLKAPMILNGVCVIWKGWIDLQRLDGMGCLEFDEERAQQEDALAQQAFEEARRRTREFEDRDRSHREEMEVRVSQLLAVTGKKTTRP
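Read-out: AlphaScreen. Format: His-CBF-beta with biotinylated RUNX1 (30 nM each) preincubated 20 min, compound 15 min, Ni-chelate plus streptavidin beads 90 min; room temperature throughout.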
Numbers without * were called inactive; ? = inconclusive; . = not tested or not shown; [ ] = dose if it differs, or a comment. Unless noted, the call rests on the fitted dose curve; in most records, active means well fitted curve in the direction sought with a large enough effect; inconclusive means small, poorly fitted or top-dose-only effect, or another doubt; inactive means no such curve, though single readings can be large; an effect the other way counts as inactive or inconclusive.

SMILES	LMNA splice mod	GAA glycogen	GAA spleen mod	GAA inh	HTT aggregate	HTT cytoprotect	CBFb RUNX1 block
CN1CCN(C(=O)c2cccc(S(=O)(=O)N3CCCCC3)c2)CC1	5%	6%	0%	?	7%	-6%	4%
N=c1sccn1CC(=O)Nc1cc(Cl)ccc1[N+](=O)[O-]	.	7%	-3%	-8%	-11%	4%	15%
CC1CN=C(NC2CCCCC2C)S1 (stereo not drawn)	-3%	-4%	-3%	-4%	1%	2%[10 µM]	8%
CCOC(=O)CNc1oc(-c2ccccc2)nc1-c1ccccc1	.	.	3%	.	.	?	14%
COC(=O)c1cc(Cl)c(NC(=O)Cc2ccccc2)cc1OC	4%[46 µM]	-18%	-15%	-23%	21%	-23%	1%
O=C(C1COc2ccccc2O1)N1CCN(c2ccccc2Cl)CC1 (stereo not drawn)	?	-1%	8%	?	-10%	-39%[inhibitor]	6%
O=C(COC(=O)c1ccc(S(=O)(=O)NCc2ccco2)cc1)NC1CCCCC1	-2%	9%	6%	-7%	-8%[9.22 µM]	12%	-5%
COc1ccc(Nc2ncc(F)c(N3CCOCC3)n2)cc1	.	14%	-1%	7%	-25%	-148%[inhibitor]	-5%
CN(C)c1cc2c(Nc3ccc4c(cnn4Cc4ccccc4)c3)ncnc2cn1	?	.	-11%	.	.	0%[1.9 µM]	2%
COc1ccc(CN(C(=O)c2ccc(-c3ccccc3)[nH]2)C(C(=O)NCC2CCCO2)c2ccc(C)o2)cc1 (stereo not drawn)	5%[0.0737 µM]	-13%	-17%	-11%	?	-49%[inhibitor]	?
CCCCOc1cccc(C2C(C(=O)c3cccs3)=C(O)C(=O)N2Cc2cccnc2)c1 (stereo not drawn)	-8%	-9%	2%	1%	?	.	-11%
COCC(=O)Nc1ccc(S(=O)(=O)NCCc2ccccc2)cc1	?	7%	-9%	-4%	-25%	11%	5%
CC1CN(CCCCOc2cccc(Oc3ccccc3)c2)CC(C)O1 (stereo not drawn)	.	16%	0%	?	-29%	14%[10 µM]	9%
O=S(=O)(c1cccc(-c2nnco2)c1)N1CCOCC1	-4%[46 µM]	-7%	2%	-3%	4%	-20%	0%
CC12CCC(C)(c3nc4ccccc4nc31)C2(C)C	5%[46 µM]	-3%	1%	7%	17%	-5%[10 µM]	3%
COc1ccc(S(=O)(=O)N(C)CC(=O)N2CCCCC2)cc1Cl	-9%	3%	-5%	2%	-9%	-9%[0.074 µM]	8%
COc1ccc2[nH]c(C(=O)NCc3ccc4c(c3)OCO4)cc2c1	.	-8%	0%	.	1%[9.22 µM]	-11%[10 µM]	6%
O=C(NNC(=S)NCc1ccc(Cl)cc1)c1ccc(Br)o1	.	?	-1%	10%	-5%[9.22 µM]	5%[10 µM]	1%
COc1ccccc1NS(=O)(=O)c1cc(NC(=O)Nc2ccccc2)ccc1N1CCCCC1	?	6%	0%	3%	?	-28%[10 µM]	-15%
Cc1c(Cl)cccc1NC(=S)NN	?	-25%	-22%	11%	-2%	-15%[10 µM]	-9%
CCc1cccc(C)c1NC(=O)CN1C(=O)NC(Cc2ccccc2)C1=O (stereo not drawn)	.	-20%	-1%	-6%	0%	-30%	-1%
CCOc1ccc(C(=O)/C=C/c2ccc(SC)cc2)cc1	?	-2%	-3%	-3%	-5%	-26%	-10%
O=C(ON=C1CCN(S(=O)(=O)c2ccccc2)CC1)c1cccc(Cl)c1	-7%	-2%	-7%	?	-12%	-9%[10 µM]	5%
CCOc1ccc(Br)cc1S(=O)(=O)Nc1ccc(C(=O)OCC(=O)N(C)c2ccccc2)cc1	-8%	-5%	-1%	4%	5%	-14%[10 µM]	16%
CCOC(=O)C(Cc1ccc(Cl)cc1Cl)c1ccno1 (stereo not drawn)	.	3%	3%	1%	6%	-32%[inhibitor]	6%
Further compounds
SMILES	LMNA splice mod	GAA glycogen	GAA spleen mod	GAA inh	HTT aggregate	HTT cytoprotect	CBFb RUNX1 block
CCC(C)(C)n1nnnc1C(c1cc2cc(OC)ccc2[nH]c1=O)N1CCc2ccccc21 (stereo not drawn)	-8%	-9%	-1%	-10%	-15%	-32%[10 µM]	7%
CCC(=O)Nc1ccc(-c2nnc(SCC(=O)Nc3nccs3)n2C)cc1	-9%	7%	-6%	1%	5%	-17%	5%
Cc1cc(NC(=O)CSc2nc3ccccc3c(=O)n2CCCC(=O)NCc2ccco2)n[nH]1	1%	5%	28%	?	20%	45%	-2%
Clc1ccc2nc3c4ccccc4cnn3c2c1	.	10%	2%	4%	7%[9.22 µM]	-118%[inhibitor]	-4%
CNc1nc(-c2ccccc2)nc(-c2ccccc2)c1C#N	2%	16%	-6%	2%	1%	-15%	-1%
Cc1cccc(-n2c(CCN3C(=O)c4ccccc4C3=O)nc3ccccc3c2=O)n1	-6%	-18%	0%	-2%	-3%	-3%[10 µM]	-4%
Cn1c(=O)c2c(c3ccccc31)OC(=O)CC2c1cccnc1 (stereo not drawn)	.	10%	-1%	9%	-7%[9.22 µM]	-5%[10 µM]	2%
COc1ccc(C2Nc3ccccc3C(=O)N2c2ccc(F)cc2)cc1CSc1ccccn1 (stereo not drawn)	-4%	15%	0%	?	9%	-8%[10 µM]	1%
CCOC(=O)c1ccc(Oc2nc(NC)nc(OC)n2)cc1	-3%	4%	-2%	-6%	-6%	29%	2%
CCN(CC)c1ccc(C(=O)OCC(=O)N(C)Cc2ccccc2)cc1	.	0%	0%	-9%	11%	-43%	-6%
Cc1ccc(CNC(=O)CSCC(=O)O)cc1	28%	-13%	0%	3%	9%	-15%	3%
COC(=O)c1cccc(NC(=S)NCc2ccc(Cl)cc2)c1	-1%	-2%	2%	-8%	-13%	11%[10 µM]	2%
CCOc1ccc(N2CC(O)(c3ccc(F)cc3)[N+]3=C2CCCC3)cc1 (stereo not drawn)	-13%[46 µM]	3%	2%	9%	15%	-3%	3%
Cc1nc2cc(NC(=O)NCc3ccco3)ccc2o1	-5%	2%	-8%	3%	-29%	11%[10 µM]	6%
Cc1ccsc1/C=N/NC(=O)c1ccncc1	13%[46 µM]	5%	-3%	-6%	0%	-14%[10 µM]	-18%
CCOC(=O)c1c(NC(=O)CSc2nnc(Cc3ccccc3)o2)sc(C)c1C	-1%	-4%	2%	0%	-8%	3%[10 µM]	19%
Cn1c2c(c(=O)n(C)c1=O)C(c1cccc([N+](=O)[O-])c1)Nc1ccccc1O2 (stereo not drawn)	3%	4%	0%	-15%	13%	28%	-2%
O=C(Cc1ccc([N+](=O)[O-])cc1)N/N=C/c1ccco1	.	6%	1%	7%	-15%	-38%[inhibitor]	-6%
CCn1c2ccccc2c2cc(NC(=S)N3CCOCC3)ccc21	?	12µM*	-10%	-2%	?	-48%[inhibitor]	-15%
COc1ccc(-c2cc(-c3nnc(COC(=O)CC4CCCC4)o3)c3ccccc3n2)cc1OC	-15%	-4%	0%	?	-14%	-15%[10 µM]	26%
O=c1ccc(-c2ccccc2)no1	.	10%	6%	.	-3%[9.22 µM]	20%[10 µM]	10%
CN(C)/C=N/C(=S)Nc1ccccc1Cl	.	2%	2%	9%	12%[9.22 µM]	-47%	-4%
O=C1OCCC1Sc1nnc(-c2ccco2)n1-c1ccccc1 (stereo not drawn)	.	-1%	11%	5%	5%	?	-4%
CCOc1ccc(C(C)NC(=S)NC2CCCCC2)cc1OCC (stereo not drawn)	?	-1%	-4%	-18%	?	-7%	?
Cc1ccc(Cn2cccc(NC(=O)c3ccco3)c2=O)cc1	?	-1%	3%	-3%	-1%	-7%	9%
COc1cc(/C=C/C(=O)OCC(=O)NC(=O)NC(C)C)cc(OC)c1OC	?	-3%	8%	-2%	-7%	20%[10 µM]	1%
Cc1c(Cl)cccc1NC(=O)COC(=O)c1c2c(nc3ccccc13)CCN(Cc1ccccc1)C2	?	-2%	8%	9%	17%	-19%[10 µM]	-1%
O=C(c1ccccc1)c1ccc(OCCn2cnc3ccccc3c2=O)cc1	11%	6%	-12%	?	?	-23%	-9%

Ordered by heavy-atom count (falling): part of the list above.
SMILES	LMNA splice mod	GAA glycogen	GAA spleen mod	GAA inh	HTT aggregate	HTT cytoprotect	CBFb RUNX1 block
COc1ccc(-c2cc(-c3nnc(COC(=O)CC4CCCC4)o3)c3ccccc3n2)cc1OC	-15%	-4%	0%	?	-14%	-15%[10 µM]	26%
COc1cc(/C=C/C(=O)OCC(=O)NC(=O)NC(C)C)cc(OC)c1OC	?	-3%	8%	-2%	-7%	20%[10 µM]	1%
COC(=O)c1cccc(NC(=S)NCc2ccc(Cl)cc2)c1	-1%	-2%	2%	-8%	-13%	11%[10 µM]	2%

An excerpt from above in order of length of the SMILES, largest number first:
SMILES	LMNA splice mod	GAA glycogen	GAA spleen mod	GAA inh	HTT aggregate	HTT cytoprotect	CBFb RUNX1 block
Cn1c2c(c(=O)n(C)c1=O)C(c1cccc([N+](=O)[O-])c1)Nc1ccccc1O2 (stereo not drawn)	3%	4%	0%	-15%	13%	28%	-2%
Cc1cc(NC(=O)CSc2nc3ccccc3c(=O)n2CCCC(=O)NCc2ccco2)n[nH]1	1%	5%	28%	?	20%	45%	-2%
Cc1cccc(-n2c(CCN3C(=O)c4ccccc4C3=O)nc3ccccc3c2=O)n1	-6%	-18%	0%	-2%	-3%	-3%[10 µM]	-4%
CCOC(=O)c1c(NC(=O)CSc2nnc(Cc3ccccc3)o2)sc(C)c1C	-1%	-4%	2%	0%	-8%	3%[10 µM]	19%
CCC(=O)Nc1ccc(-c2nnc(SCC(=O)Nc3nccs3)n2C)cc1	-9%	7%	-6%	1%	5%	-17%	5%
CCN(CC)c1ccc(C(=O)OCC(=O)N(C)Cc2ccccc2)cc1	.	0%	0%	-9%	11%	-43%	-6%
CCn1c2ccccc2c2cc(NC(=S)N3CCOCC3)ccc21	?	12µM*	-10%	-2%	?	-48%[inhibitor]	-15%
O=C1OCCC1Sc1nnc(-c2ccco2)n1-c1ccccc1 (stereo not drawn)	.	-1%	11%	5%	5%	?	-4%
CCOC(=O)c1ccc(Oc2nc(NC)nc(OC)n2)cc1	-3%	4%	-2%	-6%	-6%	29%	2%
Clc1ccc2nc3c4ccccc4cnn3c2c1	.	10%	2%	4%	7%[9.22 µM]	-118%[inhibitor]	-4%
CN(C)/C=N/C(=S)Nc1ccccc1Cl	.	2%	2%	9%	12%[9.22 µM]	-47%	-4%

From PubChem
